TLR4-MyD88 BLA: blocks binding of human TLR4 to MyD88. O00206+Q99836. HeLa CL3-4 TLR4/MyD88 BLA complementation, FRET ratio. inhibition, % at 8.4 µM. 0.18% of 200,000 active; in the data active means inhibition above about 25%;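 further: 0% = vehicle and 100% = reference inhibitor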
PMI act satM6P: activators of human phosphomannose isomerase at near-saturating mannose 6-phosphate. P34949. coupled PMI enzyme assay, resazurin fluorescence, 20 min; active compounds read high; 1 = untreated enzyme, 0 = substrate-free blank. 0.34% of 190,000 active. activation factor at 20 µM;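 active means activation factor of 2 or more at 20 µM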
Target sequence (P34949 whole entry, looked up): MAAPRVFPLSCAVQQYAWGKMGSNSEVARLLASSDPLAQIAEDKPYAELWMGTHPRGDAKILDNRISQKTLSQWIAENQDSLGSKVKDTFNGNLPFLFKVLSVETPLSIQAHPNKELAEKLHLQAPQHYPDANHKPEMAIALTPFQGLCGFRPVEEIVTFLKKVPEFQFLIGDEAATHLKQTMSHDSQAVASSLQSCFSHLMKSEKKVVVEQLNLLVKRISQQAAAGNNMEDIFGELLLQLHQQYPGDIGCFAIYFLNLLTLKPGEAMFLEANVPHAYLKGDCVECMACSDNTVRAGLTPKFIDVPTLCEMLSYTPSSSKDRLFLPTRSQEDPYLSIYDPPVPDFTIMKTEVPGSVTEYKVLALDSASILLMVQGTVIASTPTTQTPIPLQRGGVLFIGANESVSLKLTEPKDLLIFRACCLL
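assay system = human phosphomannose isomerase with PGI, G6PDH, diaphorase coupling enzymes | quantity = 15 ng/mL PMI | incubation = enzyme reaction with compound 20 min at room temperature | medium = HEPES pH 7.4 buffer with MgCl2 and Tween-20 | compound dosing = one concentration, 20 µM, in 1% DMSO | measured by = Diaphorase-driven resazurin-to-resorufin fluorescence, excitation 544, emission 590 nm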
PMI act: phosphomannose isomerase (human) activation; P34949; purified human PMI, coupled resazurin fluorescence, 20 min; active compounds read high; 1 = vehicle control, 0 substrate-free wells; activation factor at 20 µM; 0.005% of 190,000 active; AID 1214;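 active means activation factor of 2 or more at 20 µM, relative to plate controls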
G6PDH CS: L. mesenteroides G6PDH inhibition counter-screen; Purified L. mesenteroides G6PDH, diaphorase/resazurin coupled fluorescence, 45 min; inhibition, % at 5 µM; 0.12% of 200,000 active; AID 1020
Diaphorase act: activates diaphorase or chemically reduces, flagging diaphorase assay artifacts. 0.005% of 190,000 active. AID 1229. activation factor at 20 µM. Diaphorase/resazurin coupled assay, resorufin fluorescence, 16 min; active compounds read high; 1 = vehicle wells, 0 = NADH-free wells;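 active means diaphorase activity raised at least twofold by the compound at 20 µM; inactive means activation factor below 2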
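Material: bacterial diaphorase enzyme (C. kluyveri); amount: enzyme 0.07 U/mL final; reagent: NADH substrate 0.114 mM plus resazurin dye 0.1 mM, final; doses: single compound dose of 20 µM, 1% DMSO final; timing: 16 min enzyme reaction, ambient temperature; measured by: fluorescence of resorufin, 544 nm excitation, 590 nm emission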
L major viab: reduces viability of Leishmania major promastigotes | inhibition, % at 10 µM | resazurin fluorescence viability | AID 1063 | 9% of 200,000 active;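 further: promastigotes grown with compound for 44 hours at 28 °C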
DTT redox prof: compounds producing H2O2 with reducing agent – biochemical, NIH compound library profiling, artefact control for MLSCN library redox annotation, primary screen. 0.03% of 200,000 active. DTT-dependent redox cycling H2O2, phenol red/HRP absorbance; 100% = 100 µM peroxide control, 0% = buffer. AID 878. activation, % at 10 µM;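 active means activation of at least 50% relative to the plate's high and low controls in the primary single-dose screen; inactive means activation below 50%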;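 further: compound incubated with DTT at 0.8 mM final as the reducing agent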
Diaph inh CS: counter-screen for diaphorase-based assays: diaphorase inhibitors and chemical oxidizers; diaphorase resazurin-to-resorufin fluorescence, NADH, 16 min; bacterial (C. kluyveri) enzyme, not human; inhibition, % at 20 µM; 0.69% of 190,000 active;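 active means primary screen inhibition at 20 µM above a set limit, cut at about 50% in these data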;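 further: plate controls were DMSO with full reaction for no effect and wells lacking NADH for full effect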
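System: Diaphorase enzyme from Clostridium kluyveri | Amount: Enzyme working solution with 0.14 U/mL diaphorase | Benchmarks: No-NADH positive control and DMSO neutral control | Signal: Fluorescence of resorufin formed from resazurin, Ex 544/Em 590 nm | Schedule: 16-min room-temperature incubation before reading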
S1P3 antagonist: blocks the human S1P3 receptor. CHO S1P3 NFAT-BLA reporter, FRET fluorescence, antagonist mode. inhibition, % at 4.98 µM. 0.27% of 170,000 active;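 active means inhibition above the plate cutoff, the mean inhibition of test wells on that plate plus 3 SD, cut at about 28% in these data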;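 further: cells challenged with S1P at its EC80 of 0.8 µM; blue over green emission ratio from cleaved BLA substrate after 4 h stimulation; 0% = S1P-stimulated wells and 100% = unstimulated DMSO-only wells; some compounds past the cut are filed as inactive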
Target sequence (Q99500 whole entry, looked up): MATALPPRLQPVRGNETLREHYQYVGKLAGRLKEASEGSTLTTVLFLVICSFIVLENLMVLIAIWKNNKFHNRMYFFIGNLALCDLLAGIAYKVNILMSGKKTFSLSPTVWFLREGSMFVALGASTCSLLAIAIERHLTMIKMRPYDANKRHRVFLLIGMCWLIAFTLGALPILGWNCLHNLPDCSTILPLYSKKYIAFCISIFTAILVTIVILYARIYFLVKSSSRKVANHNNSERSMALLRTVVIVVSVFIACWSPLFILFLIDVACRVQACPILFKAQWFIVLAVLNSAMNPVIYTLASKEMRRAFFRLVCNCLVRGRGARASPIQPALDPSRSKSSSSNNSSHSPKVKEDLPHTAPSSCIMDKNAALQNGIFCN
RAM inhibit: blocks the yeast RAM network | 1.8% of 190,000 active | S. cerevisiae dse1pr::URA3 reporter, 5-FOA growth OD615, 2 d; analog-sensitive cbk1-as2 kinase mutant strain | inhibition, % at 50 µM;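 active means inhibition above a set limit, 3 SD over mean compound inhibition, cut at about 8.4% in these data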;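 further: 0% = DMSO-only wells with no growth and 100% = 10 µM 1-NA-PP1 full growth; inhibition rescues growth on 5-FOA so higher OD means more RAM inhibition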
Hsp70 activator: switches on Hsp70 transcription; 0.04% of 200,000 active; HeLa Hsp70 promoter luciferase reporter, luminescence; scaled: vehicle 0, proteasome-inhibitor control 100%; activation, % at 10 µM; AID 1203;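 active means activation above the mean across all tested compounds plus 3 SD, cutoff set per campaign, cut at about 5.5% in these data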;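 further: 100% = MG132 at 30 µM as the positive control and 0% = DMSO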
Starred values were filed as active, the others as inactive; nt = no result given. Unless noted, no stated cut-off is given here; in the data, active means inhibition above about 50%; inactive means the rest.

A first look (8 entries):
Labels used below: A = TLR4-MyD88 BLA; B = PMI act satM6P; C = PMI act; D = G6PDH CS; E = Diaphorase act; F = L major viab; G = DTT redox prof; H = Diaph inh CS; I = S1P3 antagonist; J = RAM inhibit; K = Hsp70 activator
Molecule: COc1ccc2nc(NC(=O)c3cccc(-c4cc5ccccc5oc4=O)c3)sc2c1
  A: 2; B: 1; C: 0.8; D: -7; E: 0.9; F: -8; G: 0.4; H: 11; I: -18; J: -0.2; K: -0.2
Molecule: Cc1ccc(CNC(=O)COC(=O)[C@@H]2CC(O)CN2S(=O)(=O)c2ccc3c(c2)OCCO3)cc1 (stereo partly specified)
  A: -7; B: 1; C: 1; D: 6; E: 0.8; F: -2; G: 0.0; H: 16; I: -14; J: 0.1; K: -0.4
Molecule: CC(=O)Nc1ccc(OCc2ccc(S(=O)(=O)Cc3ccccc3)cc2)cc1
  A: 4; B: 0.9; C: 0.9; D: 11; E: 0.9; F: -8; G: -0.4; H: 8; I: -4; J: 4.4; K: -0.3
Molecule: CC(O)CNc1nc2ccccc2n1CC(=O)N1CCN(Cc2ccccc2)CC1 (stereo unspecified)
  A: 0; B: 0.9; C: 0.9; D: 4; E: 0.9; F: -8; G: -0.1; H: 14; I: -12; J: 1.7; K: -0.1
Molecule: Fc1ccc(NC(=S)Nc2cc(-c3ccccc3)[nH]n2)cc1Cl
  A: 2; B: 0.8; C: 0.8; D: 1; E: 1; F: 20; G: -0.8; H: -3; I: 2; J: 3.8; K: -0.3
Molecule: CCOC(=O)N1CCC(NC(=O)C2CCCN2C(=O)OCc2ccccc2)CC1 (stereo unspecified)
  A: 17; B: 1; C: 1; D: 3; E: 0.9; F: -4; G: 0.6; H: 14; I: -3; J: 0.8; K: 0.1
Molecule: O=C(CSc1nc2ccccc2[nH]1)N1CCN(c2ccccc2)CC1
  A: 4; B: 1; C: 1; D: 8; E: 0.8; F: 16; G: -2.9; H: 16; I: 5; J: 0.8; K: -0.3
Molecule: CCOC(=O)c1cc(-c2ccc(/C=C3/C(=O)NC(=O)C(C#N)=C3C)o2)ccc1Cl
  A: 2; B: 0.8; C: 1; D: 29; E: 0.6; F: 5; G: 1.8; H: 40; I: nt; J: 1.2; K: -0.2

Results (from the top)
Labels used below: A = TLR4-MyD88 BLA; B = PMI act satM6P; C = PMI act; D = G6PDH CS; E = Diaphorase act; F = L major viab; G = DTT redox prof; H = Diaph inh CS; I = S1P3 antagonist; J = RAM inhibit; K = Hsp70 activator
Molecule: COc1ccc2nc(NC(=O)c3cccc(-c4cc5ccccc5oc4=O)c3)sc2c1
  A: 2; B: 1; C: 0.8; D: -7; E: 0.9; F: -8; G: 0.4; H: 11; I: -18; J: -0.2; K: -0.2
Molecule: Cc1ccc(CNC(=O)COC(=O)[C@@H]2CC(O)CN2S(=O)(=O)c2ccc3c(c2)OCCO3)cc1 (stereo partly specified)
  A: -7; B: 1; C: 1; D: 6; E: 0.8; F: -2; G: 0.0; H: 16; I: -14; J: 0.1; K: -0.4
Molecule: CC(=O)Nc1ccc(OCc2ccc(S(=O)(=O)Cc3ccccc3)cc2)cc1
  A: 4; B: 0.9; C: 0.9; D: 11; E: 0.9; F: -8; G: -0.4; H: 8; I: -4; J: 4.4; K: -0.3
Molecule: CC(O)CNc1nc2ccccc2n1CC(=O)N1CCN(Cc2ccccc2)CC1 (stereo unspecified)
  A: 0; B: 0.9; C: 0.9; D: 4; E: 0.9; F: -8; G: -0.1; H: 14; I: -12; J: 1.7; K: -0.1
Molecule: Fc1ccc(NC(=S)Nc2cc(-c3ccccc3)[nH]n2)cc1Cl
  A: 2; B: 0.8; C: 0.8; D: 1; E: 1; F: 20; G: -0.8; H: -3; I: 2; J: 3.8; K: -0.3
Molecule: CCOC(=O)N1CCC(NC(=O)C2CCCN2C(=O)OCc2ccccc2)CC1 (stereo unspecified)
  A: 17; B: 1; C: 1; D: 3; E: 0.9; F: -4; G: 0.6; H: 14; I: -3; J: 0.8; K: 0.1
Molecule: O=C(CSc1nc2ccccc2[nH]1)N1CCN(c2ccccc2)CC1
  A: 4; B: 1; C: 1; D: 8; E: 0.8; F: 16; G: -2.9; H: 16; I: 5; J: 0.8; K: -0.3
Molecule: CCOC(=O)c1cc(-c2ccc(/C=C3/C(=O)NC(=O)C(C#N)=C3C)o2)ccc1Cl
  A: 2; B: 0.8; C: 1; D: 29; E: 0.6; F: 5; G: 1.8; H: 40; I: nt; J: 1.2; K: -0.2
Molecule: CC1=C(C(=O)OCC2CCCO2)C(c2ccncc2)C2=C(CCCC2=O)N1 (stereo unspecified)
  A: -12; B: 1; C: 0.9; D: 7; E: 0.8; F: -2; G: -4.1; H: 17; I: 0; J: 0.9; K: -0.1
Molecule: O=C(NC(=S)NNS(=O)(=O)c1ccccc1)c1cccnc1
  A: 7; B: 0.8; C: 0.6; D: 14; E: 0.6; F: -9; G: -0.5; H: 37; I: 1; J: -0.2; K: -0.3
Molecule: CC1CCCCN1S(=O)(=O)c1ccc(C(=O)Nc2nnc(-c3ccncc3)o2)cc1 (stereo unspecified)
  A: -3; B: 1.3; C: 1.4; D: 0; E: 1; F: 8; G: -0.3; H: -3; I: -15; J: -0.2; K: -0.2
Molecule: CCOC(=O)N1CCC(Nc2c(-c3ccc(C)cc3)c(=O)c2=O)CC1
  A: 17; B: 1.1; C: 1; D: 11; E: 1; F: 3; G: 0.5; H: 3; I: 14; J: 0.3; K: -0.1
Molecule: Cc1ncsc1CCOC(=O)C12CC3CC(CC(C3)C1)C2
  A: 3; B: 0.9; C: 0.9; D: 2; E: 0.8; F: -5; G: -7.7; H: 24; I: nt; J: -0.3; K: 0.2
Molecule: O=C(NCc1ccco1)c1ccc(COCC(F)(F)F)cc1
  A: -7; B: 1; C: 1; D: 2; E: 0.9; F: -7; G: -0.4; H: 9; I: 20; J: 1.4; K: -0.1
Molecule: CCn1c(=O)cc(OCC(=O)Nc2ccccc2C#N)c2ccccc21
  A: -1; B: 0.9; C: 1; D: -10; E: 1; F: -9; G: -0.1; H: 4; I: 2; J: 3.4; K: -0.2

Next part:
Labels used below: A = TLR4-MyD88 BLA; B = PMI act satM6P; C = PMI act; D = G6PDH CS; E = Diaphorase act; F = L major viab; G = DTT redox prof; H = Diaph inh CS; I = S1P3 antagonist; J = RAM inhibit; K = Hsp70 activator
Molecule: Cc1ccc(S(=O)(=O)N2CCCN(S(=O)(=O)c3ccc(C)cc3)CC2)cc1
  A: -7; B: 1; C: 0.9; D: 12; E: 0.9; F: -4; G: 1.3; H: 6; I: 0; J: 2.6; K: 0.0
Molecule: CCOc1ccc(CN2CCNC(=O)C2CC(=O)NCCc2ccccn2)cc1 (stereo unspecified)
  A: -12; B: 0.9; C: 1; D: -7; E: 0.9; F: -7; G: -1.6; H: 14; I: -3; J: 0.1; K: -0.1
Molecule: CCOC(=O)N1CCN(S(=O)(=O)c2c(C)[nH]c(=O)[nH]c2=O)CC1
  A: -1; B: 0.8; C: 0.9; D: 4; E: 0.9; F: -4; G: -2.5; H: 10; I: 15; J: 0.0; K: -0.2
Molecule: CN(C)c1ccc(P(=O)(Nc2ccccc2)N2CCOCC2)c(NC(=O)c2cccs2)c1 (stereo unspecified)
  A: -12; B: 0.9; C: 0.8; D: 9; E: 0.8; F: 31; G: -0.5; H: 19; I: 4; J: 7.6; K: 0.4
Molecule: Nc1nnnn1/N=C/c1ccc(N2CCCCC2)c([N+](=O)[O-])c1
  A: 13; B: 0.9; C: 0.8; D: -1; E: 0.9; F: 2; G: 0.2; H: 9; I: 7; J: 1.6; K: -0.3

Assay outcomes deposited in PubChem by several laboratories.
